# Screens as filed in PubChem BioAssay.
# AmpC inh no detg: qHTS Inhibitors of AmpC Beta-Lactamase (assay without detergent); P00811; AmpC nitrocefin hydrolysis, absorbance 480 nm, 0.0001% Triton; Potency, µM (titrated, usually from 57.1 µM), for inactives: at the top dose activity change, negative = inhibition, usual class: inhibitors; actives 0.52% (n = 330,000); AID 485341, 2010;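 further: potency means the concentration at half of the fitted maximal effect; plate controls were no compound for no effect and no enzyme for full effect; nearly all actives have a fitted effect of over 20% in size; some results filed as inactive show a strong effect at the top dose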
# Target sequence (P00811 whole entry, looked up): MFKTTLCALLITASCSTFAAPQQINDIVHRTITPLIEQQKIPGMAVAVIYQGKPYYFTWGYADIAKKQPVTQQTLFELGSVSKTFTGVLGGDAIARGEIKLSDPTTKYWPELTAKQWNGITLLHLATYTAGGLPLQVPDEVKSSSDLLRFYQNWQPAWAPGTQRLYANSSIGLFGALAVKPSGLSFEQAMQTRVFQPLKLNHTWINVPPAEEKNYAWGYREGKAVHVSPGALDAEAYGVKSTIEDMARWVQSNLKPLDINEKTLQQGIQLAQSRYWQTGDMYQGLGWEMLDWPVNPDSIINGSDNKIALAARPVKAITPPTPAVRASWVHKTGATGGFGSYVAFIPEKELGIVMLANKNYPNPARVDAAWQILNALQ
#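 AmpC (5.3 nM in the dispensed reagent) in 20 mM phosphate pH 7.0 with 0.01% (detergent screen) or 0.0001% Triton X-100 was preincubated with compounds for 15 min at room temperature. Nitrocefin was then added from an 800 uM solution, and hydrolysis was followed at 480 nm.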
# HCMV antiviral: qHTS Assay for inhibitors of the human cytomegalovirus (HCMV); HFF cells, HCMV-luciferase reporter, 72 h; hits give low values; activity change, negative = inhibition, % at 57.5 µM; actives 4.5% (n = 410,000); AID 1259415, 2018; in the data active means activity change below about -60%; inconclusive means no clear call, values can overlap the other calls; inactive means above about -39%
#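 Screen run at 2 compound doses on HFFs infected with reporter HCMV, MOI 1 PFU/cell. Luciferase activity from cell lysates at 72 h post infection gave inhibition relative to buffer-only and Salinomycin wells.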
# Sm TGR inh: qHTS Assay for the Inhibitors of Schistosoma Mansoni Peroxiredoxins | Schistosoma mansoni thioredoxin glutathione reductase (TGR), Q962Y6 | purified TGR, DTNB reduction, TNB absorbance 405 nm | Potency, µM (highest dose often 114 µM), without a hit: at the top dose activity change, negative = inhibition, actives largely listed as inhibitors | actives 3% (n = 360,000) | AID 485364, 2010; further: potency means the concentration at half of the fitted maximal effect; nearly all actives have a fitted effect of over 60% in size
#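 TGR 20 nM + NADPH 100 uM (dispensed conc.), cpd preinc 15 min RT; start with NADPH (500 uM addition) then DTNB (15 mM addition). Kinetic TNB absorbance, 405 nm filter. Four-parameter Hill fit across titration.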
# AMA1 RON2 block: qHTS for Inhibitors of AMA1-RON; Towards Development of Antimalarial Drug Lead: Primary Screen; Potency, µM (doses to about 58.2 µM), without a hit: at the top dose activity change, negative = inhibition, actives largely listed as inhibitors; AlphaScreen AMA1-biotinylated RON2 peptide binding; actives 0.2% (n = 360,000); Plasmodium falciparum AMA1 (3D7) - RON2 peptide interaction;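 further: potency means the concentration at half of the fitted maximal effect; 0% = vehicle wells and -100% = peptide control; nearly all actives have a fitted effect of over 45% in size; some results filed as inactive show a strong effect at the top dose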
#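 AMA1 (3D7) with his tag at 25 nM final met compounds first, then biotinylated RON2 peptide at 25 nM; detection used donor plus acceptor beads, 10 µg/mL apiece, read by AlphaScreen after 30 min at room temperature.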
# AmpC detergent: qHTS Inhibitors of AmpC Beta-Lactamase (assay with detergent) | P00811 | AmpC hydrolysis of nitrocefin, absorbance 480 nm, 0.01% Triton | Potency, µM (doses to about 114 µM), without a hit: at the top dose activity change, negative = inhibition, most hits filed as inhibitors | actives 0.041% (n = 370,000) | AID 485294, 2010;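 further: potency means the concentration at half of the fitted maximal effect; 0% = no-compound wells and -100% = no-enzyme wells; nearly all actives have a fitted effect of over 25% in size; some results filed as inactive show a strong effect at the top dose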
#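 AmpC (5.3 nM in the dispensed reagent) in 20 mM phosphate pH 7.0 with 0.01% (detergent screen) or 0.0001% Triton X-100 was preincubated with compounds for 15 min at room temperature. Nitrocefin was then added from an 800 uM solution, and hydrolysis was followed at 480 nm.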
# Giardia FBPA inh: qHTS Assay for Inhibitors of Fructose-1,6-bisphosphate Aldolase from Giardia Lamblia; A8B2U2; purified Giardia FBPA; Potency, µM (top dose mostly 59.6 µM), for inactives: at the top dose activity, negative = inhibition, hits mostly inhibitors; actives 0.71% (n = 290,000); AID 2451, 2010; further: potency means the concentration at half of the fitted maximal effect; nearly all actives have a fitted effect of over 55% in size
# Target sequence (A8B2U2 whole entry, looked up): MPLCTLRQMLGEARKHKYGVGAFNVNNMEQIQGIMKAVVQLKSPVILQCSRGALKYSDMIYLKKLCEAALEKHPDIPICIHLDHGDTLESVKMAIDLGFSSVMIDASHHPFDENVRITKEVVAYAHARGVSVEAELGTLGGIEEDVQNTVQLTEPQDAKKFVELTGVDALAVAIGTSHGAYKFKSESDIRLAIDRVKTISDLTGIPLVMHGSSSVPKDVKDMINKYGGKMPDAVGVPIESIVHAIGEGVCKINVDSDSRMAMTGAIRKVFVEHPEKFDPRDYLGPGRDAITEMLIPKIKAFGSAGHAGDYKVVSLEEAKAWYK
#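 Giardia FBPA (40 nM reagent) was preincubated 10 min at RT with compound (up to 57.5 uM final), then substrate plus GAPDH/TPI/NAD/arsenate coupling system with diaphorase/resazurin was added; resorufin fluorescence (525/598 nm) was read after 20 min.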
# * marks the source's active call; other numbers are inactive results; ? = inconclusive; · = no result given; & = joins results of further samples; [ ] = dose if it differs, or a comment. Unless noted, the call rests on the fitted dose curve; in most records, active means well fitted curve in the direction sought with a large enough effect; inconclusive means small, poorly fitted or top-dose-only effect, or another doubt; inactive means no such curve, though single readings can be large; an effect the other way counts as inactive or inconclusive. Unless noted, on the % scale 0 is the no-effect control and ±100 the full control effect.
canonical_smiles | AmpC inh no detg | HCMV antiviral | Sm TGR inh | AMA1 RON2 block | AmpC detergent | Giardia FBPA inh
COc1ccc(C(C(=O)NC2CCCC2)N(CCC(C)C)C(=O)CCC(=O)Nc2cc(C)on2)cc1 (centres undefined) | 57% | -22 | -3% | -17% | 1% | ·
CCCc1[nH]nc2c1C(c1cc(OC)ccc1F)C(C#N)=C(N)O2 (centres undefined) | -22% | 5 | ? | 16% | -14% | 2%
CCOC(=O)c1cc(C)n(CC2CCC(C(=O)Nc3ccc(OC)cc3)CC2)c1C (centres undefined) | · | -34 | -10% | · | 26% | ·
COc1cccc(CNC(=O)CCS(=O)(=O)c2ccc3c(c2)oc(=O)n3C)c1 | -14% | -30&4 | -2%&31% | -6% | 1%&22% | ·
CCC(=O)NCc1cc(-c2nn(C)c(=O)c3ccccc23)ccc1C | 0% | -1 | 1% | 0% | 0% | 1%
O=C(NCc1cccs1)c1ccc2ccccc2n1 | -44% | -10 | 1% | 4% | -4% | 3%
O=C(O)c1ccccc1C(=O)NCCc1ccc(Cl)cc1 | -37% | 8 | 6% | -2% | 0% | 7%
Cc1ccc(N2CCN(S(=O)(=O)c3ccc4oc(=O)ccc4c3)CC2)c(C)c1 | 1% | ? | 11% | 0% | ? | -1%
CCOc1ccc(NC(=O)Cn2cc(C(=O)c3ccc(OC)cc3)c(=O)c3cc4c(cc32)OCO4)cc1 | · | 2 | 0% | · | 7% | ·
CCCN1CCN(c2cc3c(cc2F)c(=O)c(S(=O)(=O)c2ccc(Cl)cc2)cn3C)CC1 | · | -25 | 0% | · | 19% | ·
Cc1ccc(S(=O)(=O)NCCC(=O)Nc2cc(F)ccc2C)cc1C | 3% | -27 | 12% | 12% | -6% | 12%
Cc1cc(C)n2cc(CSCc3ccccc3)nc2n1 | -8% | 12 | -4% | -11% | -8% | -12%
COC(=O)c1cnn(-c2cc(Oc3ccccc3)ncn2)c1N | -8% | -1 | -25% | 9% | 0% | 8%
CC(C(=O)OCC(=O)c1ccc([N+](=O)[O-])cc1)N1C(=O)C2C3C=CC(C3)C2C1=O (centres undefined) | 2% | -35 | -19% | -10% | 1% | 5%
Cc1cccc(C(=O)Nc2cccc3cccnc23)c1 | -31% | 120 | 4% | 10% | -4% | -7%

# An excerpt from above in order of count of non-hydrogen atoms, descending:
canonical_smiles | AmpC inh no detg | HCMV antiviral | Sm TGR inh | AMA1 RON2 block | AmpC detergent | Giardia FBPA inh
CCCc1[nH]nc2c1C(c1cc(OC)ccc1F)C(C#N)=C(N)O2 (centres undefined) | -22% | 5 | ? | 16% | -14% | 2%
O=C(O)c1ccccc1C(=O)NCCc1ccc(Cl)cc1 | -37% | 8 | 6% | -2% | 0% | 7%
O=C(NCc1cccs1)c1ccc2ccccc2n1 | -44% | -10 | 1% | 4% | -4% | 3%

# Carrying on.
canonical_smiles | AmpC inh no detg | HCMV antiviral | Sm TGR inh | AMA1 RON2 block | AmpC detergent | Giardia FBPA inh
O=C(Nc1ccc(F)c(F)c1)C1CCCN1S(=O)(=O)c1ccc(F)cc1 (centres undefined) | 11% | 4 | -9% | 13% | -14% | ·
CC(C)c1ccc(/C=N/NC(=O)C(=O)NCCCN2CCOCC2)cc1 | -5% | -62* | 8% | 10% | -15% | 4%
O=C(COC(=O)/C=C/c1cccc(C(F)(F)F)c1)NCCN1C(=O)CSC1=O | 0% | -8 | -1% | -1% | 7% | ·
C[C@]12CC[C@H](O)C[C@H]1CC[C@@H]1[C@@H]2C[C@@H](O)[C@]2(C)[C@@H](C3=CC(=O)OC3)CC[C@]12O | -14% | -100* | 6% | 5% | -6% | ·
Fc1ccc(NCc2cccnc2)cc1 | -13% | -1 | -24% | 1% | ? | 0%
O=C(Nc1nc2c(s1)CCCC2)c1ccc2ncsc2c1 | 0% | -17 | -5% | -16% | 13% | -12%
Cc1ccc(S(=O)(=O)NCC(=O)NC2CCCC2)cc1 | -18% | -1 | 0% | 21% | 2% | 11%
O=C(Cc1csc(Nc2nc(=S)[nH]c3ccccc23)n1)N1CCN(c2cccc(Cl)c2)CC1 | -46% | 83 | 2% | 81%[activator] | 6% | 0%
O=C(NC1CC1)C1CCN(S(=O)(=O)c2cc(Cl)ccc2Cl)CC1 | -15% | ? | 9% | -11% | 0% | ?
COC(=O)c1cn(CCC#N)nc1-c1ccc2ccccc2c1 | 5% | -7 | -30% | -9% | -9% | 15%
Cc1scc(C(=O)Nc2ccon2)c1-c1ccccc1 | -51% | -14 | 7% | 1% | -4% | 1%
O=C(CNC(=O)c1sc2ccccc2c1Cl)NCc1cccc(C(F)(F)F)c1 | -35% | -5 | -1% | 25% | -13% | ·
CCN(CC)S(=O)(=O)c1cccc2c(N(C)C)cccc12 | 1% | -2 | 5% | 63%[activator] | -3% | -19%
CC(NC(=O)C1CCC1)c1ccc(Cl)cc1 (centres undefined) | -3% | -17 | 6% | 5% | 4% | 4%
CN(CC(=O)Nc1ccc(F)c(F)c1F)C(=O)C1CCN(C(=O)Nc2ccccc2)CC1 | -7% | -22 | -2% | 5% | 0% | ·

# Gathered by group: the entries above with two or more sulfur atoms.
canonical_smiles | AmpC inh no detg | HCMV antiviral | Sm TGR inh | AMA1 RON2 block | AmpC detergent | Giardia FBPA inh
O=C(Nc1nc2c(s1)CCCC2)c1ccc2ncsc2c1 | 0% | -17 | -5% | -16% | 13% | -12%
O=C(Cc1csc(Nc2nc(=S)[nH]c3ccccc23)n1)N1CCN(c2cccc(Cl)c2)CC1 | -46% | 83 | 2% | 81%[activator] | 6% | 0%

# Other compounds.
canonical_smiles | AmpC inh no detg | HCMV antiviral | Sm TGR inh | AMA1 RON2 block | AmpC detergent | Giardia FBPA inh
CN(Cc1ccccc1)C(C(=O)NC1CCCCC1)c1ccc(Cl)cc1 (centres undefined) | · | -1 | 8% | · | -3% | ·
Cc1ccc(NC(=O)/C=N/OCC(=O)NCc2ccccc2Cl)cc1 | -18% | ? | -8% | 5% | -1% | -2%
CCOc1ccccc1OCCCC(=O)NCCc1ccc(S(N)(=O)=O)cc1 | -5% | -19 | 0% | -4% | 4% | 4%
CC1CCc2nn(CC(=O)Nc3c(F)cc(F)cc3Br)cc2C1 (centres undefined) | -9% | -37 | -1% | -5% | ? | -1%
COc1ccc(Nc2ncc(C(=O)Nc3ccc(F)cc3F)c3ccccc23)cc1 | · | -28 | 11% | · | 13% | ·
CC1=C(C(=O)OC(C)(C)C)C(c2ccco2)C(C#N)=C(N)O1 (centres undefined) | -12% | 28 | -26% | 1% | ? | -6%
Cc1ccc(-c2cc(C(=O)N3CCN(c4ncccn4)CC3)c3cc(Br)ccc3n2)o1 | 68%[activator] | 35 | 7.1µM* | -10% | -14% | -28%
Cc1cccc(C(C)C)c1NC(=O)CSc1cccc[n+]1[O-] | -9% | 39 | · | -4% | · | ·
Cc1cccc(NC(=O)CSc2cccc3cccnc23)c1C | 250%[activator] | -7 | -4% | 1% | ? | 2%
Cn1nnnc1SCC(=O)N1CCN(c2cccc(Cl)c2)CC1 | -3% | -14 | -13% | -7% | 0% | 3%
COc1ccc(N(C(=O)c2snc(C(N)=O)c2N)C(C(=O)NC2CCCC2)c2ccco2)c(OC)c1 (centres undefined) | 17% | ? | -9% | -12% | -18% | -14%
COc1ccc(S(=O)(=O)NCc2ccco2)cc1-c1nnc2c3ccccc3c(C)nn12 | 64%[activator] | -6 | 56µM* | 2% | 1% | -4%
O=C(Nc1cccc(C(=O)O)c1)/C(=C\c1ccco1)NC(=O)c1ccc(Br)o1 | -17% | -9 | 50µM* | 9% | -2% | -5%
CCOc1ccccc1C(=O)OCC(=O)NCc1ccc2c(c1)OCO2 | 2% | -18 | · | 17% | · | ·
CCc1cccc(C)c1NS(=O)(=O)c1c(C(=O)N2CCC(C)CC2)c(C)n(C)c1C | · | -1 | 0% | · | 3% | ·

# Later entries:
SMILES,AmpC inh no detg,HCMV antiviral,Sm TGR inh,AMA1 RON2 block,AmpC detergent,Giardia FBPA inh
Cc1ccc2c(N)c(C(=O)c3ccccc3)sc2n1,-25%,94,9%,-1%,-5%,-10%
Cc1ccc2nc(N(Cc3cccnc3)C(=O)c3ccc4c(c3)OCCO4)sc2c1,·,-5,0%,·,-8%,·
CCC(CC)NCc1c[nH]c2ccccc12,-40%,-27,-9%,?,-4%,?
CC1CCN(S(=O)(=O)c2cc(C(=O)N3CCN(c4cccc(Cl)c4)CC3)n(C)c2)CC1,·,?,-4%,·,-3%,·
COc1ccc(C2(C)NC(=O)N(CC(=O)Nc3ccc(S(=O)(=O)N4CCCC4)cc3)C2=O)cc1 (centres undefined),-45%,5,-18%,6%,-3%,0%
CS(=O)(=O)N1CCCC(C(=O)NCc2cccs2)C1 (centres undefined),-6%,-22,25%,2%,3%,4%
O=C(Nc1ccc(Cl)cc1C(F)(F)F)C(Sc1nnc(-c2cccs2)o1)c1ccccc1 (centres undefined),-20%,2,-7%,66%[activator],-3%,-4%
CN(Cc1ccccc1)C(=O)COC(=O)c1cc(=O)[nH]c2ccccc12,5%,5,·,-6%,·,·
Cc1noc(C)c1COC(=O)COc1ccc(C#N)cc1,-13%,-10,-15%,4%,-5%,0%
CCC(Sc1nncn1C)C(=O)Nc1ccccc1OC (centres undefined),-12%,-29,10%,-5%,1%,5%
O=C(Nc1ccccc1N1CCOCC1)c1ccc(OCc2cscn2)cc1,13%,4,-10%,10%,2%,5%
CSCC[C@H](NC(=O)OC(C)(C)C)c1nnc(SCC(=O)Nc2ccc(C)cc2C)o1,18%,0,2%,18%,2%,9%
c1ccc(SCCOCCn2cncn2)cc1,-10%,-3,-2%,-18%,4%,-12%
CCN(CC)C(=O)[C@H]1C[C@H](CC(=O)NCc2cccc(C(F)(F)F)c2)C(=O)N2CCc3c([nH]c4ccc(Cl)cc34)[C@]12C,151%[activator],-7,·,5%,·,·
CCOC(=O)C(C)n1cnc2c(nnn2-c2cccc(Cl)c2)c1=O (centres undefined),-11%,9,0%,4%,-13%,0%
O=C(O)c1ccccc1N/C=C\[N+](=O)[O-],-29%,-6,28µM*,17%,0%,?
CCN(CC(=O)Nc1c(F)cccc1F)C(=O)CNC(=O)c1ccco1,-7%,-6,0%,5%,?,·

# Rewritten field by field: 2 of the compounds above.
CCOc1ccc(NC(=O)Cn2cc(C(=O)c3ccc(OC)cc3)c(=O)c3cc4c(cc32)OCO4)cc1
  AmpC inh no detg: ·; HCMV antiviral: 2; Sm TGR inh: 0%; AMA1 RON2 block: ·; AmpC detergent: 7%; Giardia FBPA inh: ·

CCCN1CCN(c2cc3c(cc2F)c(=O)c(S(=O)(=O)c2ccc(Cl)cc2)cn3C)CC1
  AmpC inh no detg: ·; HCMV antiviral: -25; Sm TGR inh: 0%; AMA1 RON2 block: ·; AmpC detergent: 19%; Giardia FBPA inh: ·
